Bcl-xL primary: inhibitors of human Bcl-xL, primary screen, biochemical, fluorescence polarization, HTS | Bcl-2-like protein 1 (Homo sapiens), Q07817 | inhibition, % at 10.9 µM | GST-Bcl-xL / FITC-Bim BH3 peptide fluorescence polarization | 320,000 tested, 0.7% active | AID 2129, 2009;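 active = inhibition above the mean of all tested compounds plus 3 SD, cutoff set per campaign, cut at about 30% in these data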;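 note: 0% = DMSO wells and 100% = unlabeled Bim-BH3 peptide competitor; inhibitors lower millipolarization by displacing the labeled peptide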
Target sequence (Q07817 whole entry, looked up): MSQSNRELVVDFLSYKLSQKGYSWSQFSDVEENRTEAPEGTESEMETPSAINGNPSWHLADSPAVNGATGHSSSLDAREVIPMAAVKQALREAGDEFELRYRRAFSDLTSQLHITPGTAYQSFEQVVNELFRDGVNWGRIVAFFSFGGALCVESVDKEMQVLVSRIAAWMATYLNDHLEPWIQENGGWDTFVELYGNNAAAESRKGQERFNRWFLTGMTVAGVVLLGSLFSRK
GLD-1 RNA inh: GLD-1/TGE RNA complex disruptors, primary screen, biochemical, fluorescence polarization; AID 2280, 2010; Female germline-specific tumor suppressor gld-1 (Caenorhabditis elegans), Q17339; 320,000 tested, 0.44% active; purified GLD-1 + fluorescein TGE RNA; inhibition, % at 5.96 µM;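 active = percent inhibition above a per-plate cutoff, the plate mean of test compounds plus 3 SD, cut at about 30% in these data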;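 note: 0% = DMSO wells with GLD-1 and probe and 100% = wells lacking GLD-1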
MCL1 BIM primary: inhibitors of MCL1 binding to BIM-BH3, primary screen, biochemical, fluorescence polarization; GST-MCL1 / FITC-Bim-BH3 fluorescence polarization; 320,000 tested, 0.68% active; inhibition, % at 10.9 µM; Induced myeloid leukemia cell differentiation protein Mcl-1 (Homo sapiens), Q07820;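 active = inhibition above the mean inhibition of all tested compounds plus 3 SD, set per campaign, cut at about 40% in these data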;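 note: 0% = DMSO wells and 100% = unlabeled Bim-BH3 peptide control; higher means more loss of mP so more displacement of Bim peptide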
Target sequence (Q07820 whole entry, looked up): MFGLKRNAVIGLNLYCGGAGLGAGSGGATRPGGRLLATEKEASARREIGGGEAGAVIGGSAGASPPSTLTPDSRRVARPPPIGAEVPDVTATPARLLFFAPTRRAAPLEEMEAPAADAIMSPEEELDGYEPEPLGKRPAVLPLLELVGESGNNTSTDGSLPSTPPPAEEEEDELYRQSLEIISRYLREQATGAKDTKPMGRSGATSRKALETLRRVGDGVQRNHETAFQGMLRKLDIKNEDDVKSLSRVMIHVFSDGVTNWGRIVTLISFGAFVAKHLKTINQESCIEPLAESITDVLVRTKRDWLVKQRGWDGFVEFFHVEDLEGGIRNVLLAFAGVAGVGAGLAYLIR
GRK2 inh: compounds blocking aptamer binding on GRK2 – biochemical, human GRK2, bead flow cytometry, HTS, primary screen; Beta-adrenergic receptor kinase 1 (Homo sapiens), P25098; FAM-aptamer displacement from GRK2; inhibition of aptamer binding, % at 10 µM; 330,000 tested, 0.59% active; AID 488847, 2010;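 active = inhibition of aptamer binding above 40%, roughly 3 SD of noise, on plates passing a quality check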;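 note: median bead fluorescence of bound FAM aptamer so fluorescent compounds give negative values; no value below 0 was filed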
Fam108B inh: mouse Fam108B serine hydrolase inhibitors, primary screen, counter-screen for RBBP9 inhibitor project, biochemical, fluorescence polarization; recombinant Fam108B, FP-Rh probe fluorescence polarization; inhibition, % at 9.51 µM; 300,000 tested, 0.33% active;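 active = inhibition above the screen mean inhibition plus 3 SD, computed separately per campaign, cut at about 18% in these data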;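 note: inhibitors lower polarization as less probe binds the enzyme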
Efflux pump inh: inhibitors of Candida efflux pumps in yeast, primary screen, S. cerevisiae, Nile Red, multiplex. inhibition, % at 10 µM. S. cerevisiae Candida pump triplex. 330,000 tested, 0.44% active;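 active = plate passing quality check with inhibition over a set limit, or well fluorescence over plate mean plus 4 SD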;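 note: Nile Red retained in pooled yeast measured as flow cytometry median fluorescence; 0% = buffer negative control and 100% = Enniatin B positive control; higher means more Nile Red kept so more efflux inhibition; some compounds called inactive have numbers as strong as hits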
MEX-5 binding: MEX-5 zinc finger RNA-binding disruptors – biochemical, C. elegans, fluorescence polarization, MLPCN library, primary screen | 300,000 tested, 0.38% active | MEX-5/FITC-TCR2 RNA binding; hits give low values | AID 1832, 2009 | activity score (negative = inhibition of binding), % at 10 µM | Zinc finger protein mex-5 (Caenorhabditis elegans), Q9XUB2;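 active = inhibition past about -25% in most replicates, and total fluorescence under double the plate's negative control median, limit read from the data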;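 note: 0% = DMSO and -100% = 5 µM competing unlabeled TCR2 RNA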
PME-1 inh: PME-1 inhibitors via competitive probe labeling, primary screen, biochemical, fluorescence polarization, FP-Rh probe, HTS; Protein phosphatase methylesterase 1 (Homo sapiens), Q9Y570; recombinant PME-1; inhibition, % at 5.9 µM; 320,000 tested, 0.53% active; AID 2130, 2009;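 active = inhibition above the campaign mean of all compounds plus 3 SD, cut at about 26% in these data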;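 note: competitive labeling of PME-1 active site by serine hydrolase directed probe; 0% = PME-1 with DMSO and 100% = wells lacking PME-1 enzyme; inhibitors block probe labeling so polarization falls and inhibition rises; many of its hits are not listed in these tables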
Target sequence (Q9Y570 whole entry, looked up): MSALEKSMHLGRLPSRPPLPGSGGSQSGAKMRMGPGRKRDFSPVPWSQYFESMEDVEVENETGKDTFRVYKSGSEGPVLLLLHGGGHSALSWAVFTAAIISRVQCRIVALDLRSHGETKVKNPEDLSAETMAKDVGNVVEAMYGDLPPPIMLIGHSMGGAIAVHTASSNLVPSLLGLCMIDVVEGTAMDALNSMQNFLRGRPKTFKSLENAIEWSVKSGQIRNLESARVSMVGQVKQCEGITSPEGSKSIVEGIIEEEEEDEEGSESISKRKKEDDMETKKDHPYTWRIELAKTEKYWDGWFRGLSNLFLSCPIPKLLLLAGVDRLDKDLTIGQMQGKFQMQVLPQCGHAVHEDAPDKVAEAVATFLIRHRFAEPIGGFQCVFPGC
VLA-4 inh: inhibition in human VLA-4 binding assay, primary screen, VLA-4 allosteric modulator project, MLPCN library, flow cytometry, VLA-4 expressing cells; ligand binding flow cytometry; inhibition, % (about 7 µM as worked out from the volumes in the protocol); 330,000 tested, 0.2% active; AID 2557, 2010; in the data active = inhibition above about 50%
* marks the source's active call; other numbers are inactive results; / = not tested or not shown.

SMILES	Bcl-xL primary	GLD-1 RNA inh	MCL1 BIM primary	GRK2 inh	Fam108B inh	Efflux pump inh	MEX-5 binding	PME-1 inh	VLA-4 inh
COc1ccc(Cc2noc(CN(C)Cc3ccc(-n4cccn4)cc3)n2)cc1OC	5	-3	4	1	2	-0.2	-0.2	-3	12
COc1ccc(C2/C=C\CN(C(=O)Oc3ccc(C(F)(F)F)cc3)CC(=O)N2Cc2ccc(F)cc2)cc1 (stereo unspecified)	1	5	-5	0	-2	-0.1	2.7	4	-5
O=C1c2ccccc2C(=O)c2c([N+](=O)[O-])ccc(O)c21	24	4	5	14	31*	0.1	/	29*	-9
CCCS(=O)(=O)c1c(S(=O)(=O)CCC)c2cnccn2c1C(=O)c1ccc(F)cc1	2	2	-5	1	2	0.4	-0.2	7	-39
Cc1ccc(CN(C)C(=O)c2ccc(NS(=O)(=O)c3ccc4[nH]c(=O)[nH]c4c3)cc2)cc1	2	3	-4	0	-4	0.0	-0.2	-2	12
Cc1cc(C(F)(F)F)cc(NNC(=O)NC(=O)c2ccccc2Cl)n1	4	-3	-3	0	0	0.2	1.3	3	0
Cc1nc(N)nc(OCC(F)(F)C(F)F)c1Br	1	7	-1	0	-3	0.1	0.8	-6	9
CN1CCNC(=O)C1CC(=O)N1CC=C(c2ccc(F)cc2)CC1 (stereo unspecified)	9	2	4	0	1	-0.1	2.9	3	-1
CNC(=S)NNC(=O)Cc1ccccc1	2	-1	3	1	2	-0.1	-2.9	-5	-4
CCOc1ccc(C(=O)c2ccccc2C(=O)O)cc1OCC	9	3	-1	0	-1	0.1	0.4	1	8
COc1cc2c(c(OC)c1OC)-c1ccc(OC)c(=O)cc1[C@@H](N(C)CC#CCO)CC2	3	-8	0	0	1	0.0	1.3	-3	26
O=C(CSc1c[nH]c2ccccc12)NCc1ccc2c(c1)OCO2	2	6	-1	2	5	0.0	1.2	-7	-13
CCN(CC)CCNC(=O)CCN1N=C(c2ccccc2)CCC1=O	2	0	3	0	1	-0.1	1.4	-2	5
Cc1cc(C)cc(NC(=O)N2CCCN(c3ncccc3[N+](=O)[O-])CC2)c1	15	-4	10	3	3	0.0	-1.3	-5	-12
O=C(Nc1ccccc1)c1ccccc1Oc1ccc(C(F)(F)F)cc1[N+](=O)[O-]	-4	2	-12	6	-1	0.2	3.4	5	20
Cc1nc2sc(C)c(C)c2c(=O)[nH]1	9	-6	4	3	1	0.0	-2.2	0	10
O=C(O)c1ccc(C2Nc3ccccc3C(=O)N2Cc2ccccc2)cc1 (stereo unspecified)	-1	-5	-4	0	-3	0.1	-0.3	-5	0
O=C(Nc1ccc2nc3n(c(=O)c2c1)CCCCC3)c1ccccc1[N+](=O)[O-]	7	0	4	0	0	0.3	-4.1	7	-4
CN(C(=O)COC(=O)c1ccc(Cl)nc1)C1CCS(=O)(=O)C1 (stereo unspecified)	9	-3	8	1	3	-0.1	/	5	-3
COc1ccc(/C(C)=N\NS(=O)(=O)c2ccccc2)cc1OC	-1	-1	-2	1	0	0.0	2.3	6	-13
COc1nccnc1NS(=O)(=O)c1ccc(NC(=S)NC(=O)c2ccc(F)c(F)c2)cc1	12	0	12	4	1	0.0	0.6	5	4
Cc1cc2c(cc1S(=O)(=O)N(C)c1ccccc1)n(C)c(=O)n2C	1	6	-2	0	2	0.0	-0.3	1	8
O=C(CCCC(=O)N/N=C\c1ccccn1)N/N=C\c1ccccn1	0	6	1	4	-1	-0.3	-4.4	5	11
Cc1cc(C)n(CCNC(=O)C2CCC(=O)N(CC3CCCCC3)C2)n1 (stereo unspecified)	-4	0	-9	0	2	0.0	-2.5	-3	1
COc1ccc(Cl)cc1C(=O)NC(=S)Nc1nc(C)cc(C)n1	8	-2	8	0	1	0.0	1.0	5	-7
COc1ccc(-c2cn3cc([N+](=O)[O-])ccc3n2)cc1OC	9	-3	7	1	-2	0.1	-4.5	1	-7
COc1ccc(CCNC(=O)CSc2cn(Cc3cccc(C)c3)c3ccccc23)cc1OC	4	7	3	0	3	-0.1	-0.5	8	-1
CN(C)c1ccc(Nc2ccc([N+](=O)[O-])cn2)cc1	1	-15	26	1	-2	0.0	-0.1	12	5
COc1ccccc1C(=O)OCC(=O)NC(=O)NCc1ccccc1	0	6	-4	0	1	0.0	-1.3	2	0
CCCN1CCN(S(=O)(=O)c2ccc3c(c2)CCC(=O)N3)CC1	1	-3	1	4	/	-0.2	/	-6	-4
CCC/C=C(\CCC)C(NC(=O)c1ccc(C(=O)OC)cc1)c1ccc(C(=O)OC)cc1 (stereo unspecified)	4	-1	8	0	-1	0.2	-4.5	0	13
CNC(=O)c1cc(S(=O)(=O)Nc2ccc3c(c2)OCO3)ccc1C	6	1	10	0	0	-0.1	1.7	-3	18
O=c1cc(-c2ccccc2)[nH]c2ccccc12	3	4	5	1	0	0.1	0.7	1	14
O=C(NC1CCCCCC1)c1ccc2nc3cc(Cl)ccc3c(=O)n2c1	4	4	-3	2	-4	0.1	-2.9	1	2
COc1cccc(C(=O)NC(=S)Nc2ccccc2N2CCOCC2)c1	2	3	6	7	-5	-0.1	-0.7	3	-1
CN(C)/C=C/C(=O)c1cc(F)cc(C(F)(F)F)c1	7	5	7	4	-2	0.1	2.0	2	1
Cc1ccc(S(=O)(=O)/N=C2\SC(CC(=O)Nc3ccc(F)cc3)C(=O)N2c2ccccc2)cc1 (stereo unspecified)	7	6	4	11	-5	0.2	-0.1	-6	-24
Cc1nn(CC(=O)NC2CC2)c(C)c1S(=O)(=O)NC(C)(C)C	/	1	/	0	/	0.1	/	/	8
COc1ccc2c(c1)C(NC(=O)C(F)(F)F)CC2=O (stereo unspecified)	7	0	5	1	-2	-0.1	2.0	-4	11
Cc1ccc(C(=O)OCC(=O)N2CCC(c3ccccc3)=N2)cc1	/	3	/	1	/	0.3	/	/	6
CN(c1ccccc1)S(=O)(=O)c1ccc(Cl)c(C(=O)Nc2ccc(-c3nc4ccccc4[nH]3)cc2)c1	1	-7	-5	1	-58	1.2	-1.3	-73	5
CC(C)C(=O)Nc1nnc(COc2ccc(Cl)cc2)s1	3	2	4	0	-1	0.0	-0.7	-1	20
CC(Oc1ccc2ccccc2c1)C(=O)N/N=C/c1cccnc1 (stereo unspecified)	4	7	4	1	1	0.1	6.2	-1	8
O=C(NCC1CCCO1)C1CCC(CNS(=O)(=O)c2ccccc2)CC1 (stereo unspecified)	5	1	7	1	0	0.2	-1.2	-4	5
COc1ccc(-c2nc(=S)c3c(n2CCN2CCOCC2)CC(C)(C)OC3)cc1	2	-1	8	0	1	0.0	1.7	-8	-6
CCC1=Nc2ccccc2NC2=C1C(=O)CCC2	19	3	26	3	2	0.0	-4.0	-1	1
O=C(N/N=C/c1cn(-c2cccs2)nc1-c1ccccc1)c1ccccc1O	1	6	4	0	-37	-0.2	1.4	-30	9
O=[N+]([O-])c1ccccc1N/N=C1\CCc2ccccc21	8	-4	9	0	2	-0.1	-1.3	5	4
Cc1ccc(C)c(OCC(=O)Nc2c[nH]c(=O)[nH]c2=O)c1	4	0	14	0	6	0.3	-2.3	-3	23
C=CCn1c(CNC(=O)c2ccco2)nnc1SCC(=O)Nc1cccc(F)c1	1	-4	6	0	5	0.1	0.5	6	-7
Cc1csc(NC(=O)CCC(=O)N(CC(=O)NC2CCCC2)Cc2ccccc2)n1	0	6	-3	0	1	0.3	-0.2	-5	0
Nc1cc[n+](CC(=O)Nc2ccccc2)cc1	-3	-2	6	0	3	-0.1	-2.1	-4	1
O=C(O)CCC(=O)NCc1c(Cl)cccc1Sc1ccc(Cl)cc1	6	5	4	4	-1	0.0	-0.2	5	5
COc1ccc2c(C)cc(SCc3c(C)noc3C)nc2c1	4	8	2	0	-1	-0.3	-0.8	-2	6
Cc1cc(N)n2ncc(-c3ccc(Cl)cc3)c2n1	6	-3	6	24	16	0.0	-2.0	18	4
COc1cccc(Cn2nnc(C(=O)Nc3ccc(C)cc3)c2N)c1	1	1	-5	0	3	-0.1	-0.7	-6	-15
COC(=O)c1oc2ccc(Br)cc2c1NC(=O)CCCN1C(=O)c2ccccc2C1=O	1	2	1	1	-13	-0.1	-0.4	-6	14
CC1(C)C2CCC1(C)C(OC(=O)CC(=O)O)C2 (stereo unspecified)	3	-1	1	0	1	0.3	-0.7	0	-7
Cc1cccc2cc(CN(CCN3CCOCC3)C(=O)Nc3ccccc3F)c(=O)[nH]c12	6	1	-8	1	-4	-0.4	0.4	11	7
c1ccc(COc2nsnc2N2CCOCC2)cc1	5	3	4	0	1	-0.2	-2.0	-1	6

Going on with the list.
SMILES	Bcl-xL primary	GLD-1 RNA inh	MCL1 BIM primary	GRK2 inh	Fam108B inh	Efflux pump inh	MEX-5 binding	PME-1 inh	VLA-4 inh
CON/C=C(\C=Nc1ccc(C(F)(F)F)cc1)c1ncc(C(F)(F)F)cc1Cl	-1	-4	-5	1	2	-0.1	0.6	5	5
COc1cc(C2=NOC(C(=O)N3CCCCCC3)C2)cc(OC)c1OC (stereo unspecified)	3	5	10	0	1	0.4	-1.6	2	6
Cc1ccc(N/C=C2/Sc3ccccc3NC2=O)cc1	5	-61	5	7	1	0.0	-54*	2	3
O=C(CSc1nnc(-c2ccc(Br)cc2)n1CCc1ccccc1)NC1CCS(=O)(=O)C1 (stereo unspecified)	-6	3	-13	0	2	0.0	-1.9	5	2
Cn1c(N)c(C(=O)COC(=O)CNC(=O)c2ccc(Cl)cc2Cl)c(=O)n(C)c1=O	/	1	/	0	/	0.2	/	/	0
O=C(c1ccc(OC2CCN(C(=O)C3CC3)CC2)cc1)N(CCO)Cc1ccccc1	2	3	10	3	0	-0.3	-0.4	2	4
COc1ccc2c(c1)-c1c(sn(-c3ccccc3)c1=S)C(C)(C)N2	4	10	4	0	9	0.1	-1.1	9	13
O=C(Nc1ccccc1Br)C1CCN(C(=O)Cc2ccccc2)CC1	6	4	12	1	0	0.0	1.0	-2	-3
CC(=O)N1CCC(=NNc2ccc(S(=O)(=O)N3CCOCC3)cc2[N+](=O)[O-])CC1	0	1	-3	4	-1	0.0	3.1	-2	-6
CCn1c(=O)c(=O)[nH]c2cc(C(=O)N(C)Cc3ccc(OC)c(F)c3)ccc21	10	5	7	0	-24	-0.1	1.0	-23	-23
N#Cc1nc(-c2ccccc2F)oc1NCCc1ccccc1	7	4	7	1	3	-0.1	-0.4	11	-9
CC(OC(=O)/C=C/c1ccccc1)C(=O)NC1CCCCC1C (stereo unspecified)	7	8	3	0	/	0.1	/	4	4

An excerpt, so the mix of outcomes need not match the whole.
